Glioma ERSR ind: qHTS for Inducers of the Endoplasmic Reticulum Stress Response (ERSR) in Human Glioma: qHTS; Potency, µM, for the others: top-dose activation, actives largely listed as activators; 420,000 tested, 0.02% active; U87-MG GRP78 promoter luciferase reporter, 16 h; AID 602332, 2012; active = well fitted activation curve with a large enough effect; also: series mostly up to about 76 µM; % of control where 0% means no effect; nearly all actives have a fitted effect of over 35% in size
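Stably transfected U87-MG human glioma cells carrying a GRP78-based luminescent sensor were seeded at 1000 cells/well, pin-dosed with compounds and incubated 16 h. Luciferase reagent was then added, and end-point luminescence was read after 10 min at room temperature.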
Numbers without * were called inactive; & = joins results of further samples. Potency is read from the fitted curve at half-maximal effect.

SMILES | Glioma ERSR ind
COc1cc(CNCc2cc3ccc(F)cc3nc2N2CCOCC2)cc(OC)c1OC | -2%
COc1ccc2[nH]cc(CCNc3ccnc(-c4cccnc4)n3)c2c1 | 0%
COc1cc(-c2cc(C)c3c(OC)ccc(OC)c3n2)cc2c1OCCN(Cc1cn(C)nc1C)C2 | -2%
Cc1cccc(CNC(=O)c2cnn(-c3ncc4c(n3)-c3ccccc3CC4)c2C2CC2)n1 | 5%
CNc1ccc(-c2nc3ccccc3s2)cc1 | -12%
CC(C)(CO)NC(=O)c1cnn(-c2ncc3c(n2)-c2ccccc2CC3)c1C1CC1 | 6%
O=C1CC[C@@H](C(=O)N[C@@H](Cc2cnc[nH]2)C(=O)N[C@@H](Cc2c[nH]c3ccccc23)C(=O)N[C@@H](CO)C(=O)N[C@@H](Cc2ccc(O)cc2)C(=O)O)N1 | -2%
Cc1ccnn1CC(=O)N1CCOc2c(cc(-c3ncc(C(F)(F)F)cc3Cl)cc2OCC2CCCO2)C1 (configuration not stated) | -3%
O=C(c1ccco1)N1CCC2(CC1)CN(C(c1ccccc1)c1ccccc1)C2 | 0%
CN(C)/N=N\c1nc[nH]c1C(N)=O | 1%
O=C(NCC1(N2CCOCC2)CCCCC1)c1cnn(-c2nccc(-c3ccco3)n2)c1C1CC1 | 3%
COc1cccc(C(=O)NC(C)c2nnc3n2CCN(CC=C(C)C)CC3)c1 (configuration not stated) | -5%
CCCCCN(CCCCC)C(=O)[C@H](CCC(=O)O)NC(=O)[C@H](Cc1ccc(OP(=O)(O)O)cc1)NC(C)=O | -1%
COc1ccc2[nH]cc(CCNc3ccnc(-c4c(C)noc4C)n3)c2c1 | -3%
COC(=O)C1=C(C)NC(C)=C(C(=O)OCCN(C)Cc2ccccc2)[C@H]1c1cccc([N+](=O)[O-])c1 | -2%
O=C(Nc1ccccc1)N1CC[C@@]2(CCCN(C(=O)c3csnn3)C2)C1 | -5%
CC(=O)NC(CCC(N)=O)C(=O)O (configuration not stated) | -2%
Cc1cc2c(c(-c3nc4ccccc4s3)c1)OC(CNC(=O)c1occc1C)C2 (configuration not stated) | -2%
COc1cc2cc3c4cc(OC)c(OC)cc4cc[n+]3c(C)c2cc1OC | -3%&0%
Nc1nc2c(ncn2C2CC(O)C(CO)O2)c(=O)[nH]1 (configuration not stated) | -3%
CCN1C(=O)[C@H]2[C@H]3[C@H](O)[C@H](O)C/C(=N/OC[C@@H](O)COCc4ccco4)[C@H]3CC[C@@H]2C1=O | -5%
Cc1c(C(=O)N2CC3CCC2C3)sc2ncnc(NCCc3ccccn3)c12 (configuration not stated) | -5%
CSCC[C@H](NC(=O)[C@H](Cc1ccccc1)NC(=O)[C@H](Cc1cnc[nH]1)NC(=O)CNC(=O)[C@@H](NC(=O)[C@H](C)NC(=O)[C@H](Cc1c[nH]c2ccccc12)NC(=O)[C@H](CCC(N)=O)NC(=O)[C@@H]1CCCN1C(=O)[C@@H](NC(=O)[C@@H]1CCC(=O)N1)C(C)C)C(C)C)C(N)=O | -1%
CC(CCC(=O)O)C1CCC2C3C(=O)C[C@@H]4CC(=O)CC[C@@]4(C)C3CC(=O)[C@]12C (some centres not stated) | -4%
C1CCN2C[C@@H]3C[C@@H](CN4CCCC[C@H]34)[C@H]2C1 | -3%
SMILES | Glioma ERSR ind
CCC(=O)NCCCC[C@H](NC(=O)OCc1ccccc1)C(=O)Nc1ccc2c(C)cc(=O)oc2c1 | -8%
OCC1OC(O)C(O)C(O)C1O (configuration not stated) | -3%
CCOC(=O)N/N=C1/C[C@@H](O)[C@@H](O)[C@@H]2[C@@H]3C(=O)N(Cc4ccccc4)C(=O)[C@H]3CC[C@@H]12 | -5%
COc1ccc(CNc2cc(-c3cccc(C#N)c3)ncn2)c(OC)c1 | 2%
CN(C)C(=O)c1ccc(-c2nc(NC3CCNCC3)c3ccccc3n2)cc1 | -2%
COCCn1c(=O)c(CCc2ccccc2)nc2cnc(Nc3cccc(OC)c3)nc21 | -2%
O=C(c1cn(CC2CCCN(Cc3cc4ccccc4s3)C2)nn1)N1CCCC1 (configuration not stated) | -5%
CC(C)Cc1cc(C(=O)NCC2Cc3cc(F)cc(-c4ccccn4)c3O2)no1 (configuration not stated) | -4%
OCl | -2%
C[C@@H](CCc1ccccc1)NC[C@H](O)c1ccc(O)c(C(N)=O)c1 | -6%
N#CCCn1c(=O)c(-c2ccc(F)cc2)nc2cnc(Oc3ccccc3)nc21 | -2%
Cn1cccc1C(=O)N1CCC[C@@]2(CCN(c3ccncc3)C2)C1 | -3%
COc1ccc(CNc2ncncc2-c2ccccc2C(F)(F)F)c(OC)c1 | 1%
CC(N)CCCP(=O)(O)O (configuration not stated) | -1%
CCNc1ncc2nc(-c3ccc(Cl)cc3)c(=O)n(C)c2n1 | 10%
COCC(=O)Nc1cc(C(=O)N2CCC(c3ccccc3)CC2)cc2nc(-c3ccccc3)n(C)c12 | -5%
COc1ccc(-c2nc3cnc(N4CCOCC4)nc3n(-c3ccc(OC)cc3)c2=O)cc1 | -4%
Cc1ncc2c(c1CNC(=O)c1ccc3c(c1)OCO3)CCN(C(=O)c1csc3c1CCCC3)C2 | -3%
COc1cc(=O)n2c(c1C(=O)N(C)Cc1nonc1C)CCN(C(=O)c1ccc(C)cc1C)CC2 | -5%
Cc1nc2c(O)cccc2c(=O)[nH]1 | -3%
COc1ccccc1-c1nccc(NCc2cnc(C)cn2)n1 | -5%
NC(C(=O)O)[C@H](O)C(=O)O (some centres not stated) | -5%
CC[C@@H]1OC(=O)[C@H](C)[C@H](O[C@@H]2C[C@](C)(OC)[C@H](O)[C@H](C)O2)[C@H](C)[C@H](O[C@@H]2O[C@@H](C)C[C@@H](N(C)C)[C@@H]2O)[C@](C)(O)C[C@H](C)C(=NOCOCCOC)[C@H](C)[C@H](O)[C@]1(C)O | -4%
COc1ccc2c(c1)-c1nc(-n3ncc(C(=O)NC[C@@H]4CCCN5CCCC[C@H]45)c3C)ncc1CC2 | -2%
COc1cccc(CN2C(=O)NC(C)(C3CCN(Cc4cnn(C)c4C)CC3)C2=O)c1OC (configuration not stated) | -4%

By substructure, the compounds so far with a CF3 group
SMILES | Glioma ERSR ind
Cc1ccnn1CC(=O)N1CCOc2c(cc(-c3ncc(C(F)(F)F)cc3Cl)cc2OCC2CCCO2)C1 (configuration not stated) | -3%
COc1ccc(CNc2ncncc2-c2ccccc2C(F)(F)F)c(OC)c1 | 1%

Part of the list above in order of molar mass, falling:
SMILES | Glioma ERSR ind
CCC(=O)NCCCC[C@H](NC(=O)OCc1ccccc1)C(=O)Nc1ccc2c(C)cc(=O)oc2c1 | -8%
COc1cccc(CN2C(=O)NC(C)(C3CCN(Cc4cnn(C)c4C)CC3)C2=O)c1OC (configuration not stated) | -4%
CCNc1ncc2nc(-c3ccc(Cl)cc3)c(=O)n(C)c2n1 | 10%

Next part.
SMILES | Glioma ERSR ind
C=C1C(=O)OC2C[C@@]3(C)CCCC(C)C3=CC12 (some centres not stated) | -10%
COc1ccc2c(c1)CCc1cnc(-n3ncc(C(=O)N4CCN(CCO)CC4)c3C3CC3)nc1-2 | 0%
O=C(Nc1cccc(F)c1)N1CCC2(CCNCC2)CC1 | -4%
COC(=O)CC(NC1CCN(c2nc(C)c3cc4c(cc3n2)CCC4)CC1)C(=O)OC (configuration not stated) | -3%
CC[C@H](C)[C@H](NC(=O)[C@H](Cc1ccc(O)cc1)NC(=O)[C@@H]1CCCN1C(=O)[C@H](CCCN=C(N)N)NC(=O)[C@H](CCCN=C(N)N)NC(=O)[C@@H]1CCCN1C(=O)[C@H](CCCCN)NC(=O)[C@H](CC(N)=O)NC(=O)[C@H](CCC(N)=O)NC(=O)[C@H](Cc1ccc(O)cc1)NC(=O)[C@H](CC(C)C)NC(=O)[C@@H]1CCC(=O)N1)C(=O)N[C@@H](CC(C)C)C(=O)O | -2%
COc1cc(CN2CCN(CCCSc3cc(C(C)(C)C)c(O)c(C(C)(C)C)c3)CC2)cc(OC)c1OC | -4%
C=C1CCC(O)C/C1=C/C=C1\CCC[C@]2(C)[C@@H]([C@H](C)/C=C/[C@H](C)C(C)C)CC[C@@H]12 (some centres not stated) | -1%
Cc1nc2sccn2c1CN1CCC2(CC1)CC2C(=O)Nc1ccc2c(c1)OCO2 (configuration not stated) | -5%
COc1ccccc1CNc1cc(-c2ccccc2OC)ncn1 | -3%
Cc1ccccc1-c1cc2c(c(OC3CCOC3)c1)OCCN(C(=O)Cn1cccn1)C2 (configuration not stated) | 2%
CC(=O)OC1CC2C(C)(C)C(O)CC[C@@]2(C)C2CC[C@@]3(C)C(c4ccoc4)OC(=O)C4OC43[C@]12C (some centres not stated) | 1%
Cc1c2oc3c(C)ccc(C(=O)NC4C(=O)NC(C(C)C)C(=O)N5CCCC5C(=O)N(C)CC(=O)N(C)C(C(C)C)C(=O)OC4C)c3nc-2c(C(=O)NC2C(=O)NC(C(C)C)C(=O)N3CCCC3C(=O)N(C)CC(=O)N(C)C(C(C)C)C(=O)OC2C)c(N)c1=O (configuration not stated) | -6%
C/C(CCN1CCCc2nc(C)c(C)cc21)=N\O[C@@H](C)c1cn([C@H](CO)Cc2ccccc2)nn1 | -3%&-5%
CSCC[C@H](NC(=O)[C@H](Cc1ccccc1)NC(=O)[C@H](Cc1cnc[nH]1)NC(=O)CNC(=O)[C@@H](NC(=O)[C@H](C)NC(=O)[C@H](Cc1c[nH]c2ccccc12)NC(=O)[C@H](CC(C)C)NC(=O)[C@H](CC(N)=O)NC(=O)CN)[C@@H](C)O)C(N)=O | -4%
COc1cccc(-c2nccc(N(C)Cc3ccco3)n2)c1 | -7%
Cc1cnc(SCCN2CCOCC2)nc1C1CCCN(C(=O)c2cccc3c(C)c(C)[nH]c23)C1 (configuration not stated) | -5%
COc1cccc(OC)c1C(=O)NC1C(=O)N2C1SC(C)(C)C2C(=O)O (configuration not stated) | -1%
Cc1ccccc1C(=O)N1CCc2c(cnc(C)c2CNC(=O)c2ccc3c(c2)OCO3)C1 | -4%
O=C(c1cc(C(F)(F)F)cc(C(F)(F)F)c1)N1CCC2(CC1)CCN(c1ccncc1)CC2 | -4%
CN(C)C(=O)c1ccc(-c2nc(N3CCOCC3)c3ccccc3n2)cc1 | -1%
Cc1nc2cnc(Oc3cccc(Cl)c3)nc2n(C2CC2)c1=O | -3%
Cc1ccc(-c2ccc(C(=O)N3CCc4nnc(CNC(=O)c5ccccc5)n4CC3)cc2)cc1 | -3%
COc1ccccc1CNc1cc(-c2cccnc2)ncn1 | -1%
COc1c2c(nc3ccccc13)O[C@H]([C@@](C)(O)CO)C2 | -2%
CC(C)[C@H](NC(=O)[C@H](CCC(N)=O)NC(=O)CNC(=O)[C@@H]1CCCN1C(=O)[C@H](Cc1ccc(O)cc1)NC(=O)CN)C(=O)O | -2%

Some values from the list.
C=C1C(=O)OC2C[C@@]3(C)CCCC(C)C3=CC12 (some centres not stated) in Glioma ERSR ind is entered as -10%
CC(=O)OC1CC2C(C)(C)C(O)CC[C@@]2(C)C2CC[C@@]3(C)C(c4ccoc4)OC(=O)C4OC43[C@]12C (some centres not stated) in Glioma ERSR ind is entered as 1%
COc1cc(CN2CCN(CCCSc3cc(C(C)(C)C)c(O)c(C(C)(C)C)c3)CC2)cc(OC)c1OC in Glioma ERSR ind is entered as -4%

New compounds follow.
SMILES | Glioma ERSR ind
COC(=O)N1CCC2(CCCN(c3ccncc3)C2)CC1 | -2%
COC(=O)NC(c1ccccc1)C(C(=O)OC)C(=O)OC (configuration not stated) | -2%
O=C(NCCc1nnc2n1CCN(CC1CC=CCC1)CC2)c1ccc(F)cc1 (configuration not stated) | -5%
C[C@H](NC(=O)Cc1cc(F)cc(F)c1)C(=O)N[C@@H](C(=O)OC(C)(C)C)c1ccccc1 | -2%
COc1ccc(-c2nc3cnc(OC)nc3n(C)c2=O)cc1 | -1%
COc1ccccc1CN1CC[C@@]2(CCCN(S(C)(=O)=O)C2)C1 | -2%
CC(C)(C)NC(=O)[C@@H]1C[C@H]2CCCC[C@@H]2CN1C[C@H](O)[C@H](Cc1ccccc1)NC(=O)[C@@H](CC(N)=O)NC(=O)c1ccc2ccccc2n1 | -4%
CC[C@H](/C=C/[C@@H](C)[C@H]1CC[C@H]2C3CC=C4C[C@@H](O)CC[C@]4(C)C3CC[C@]12C)C(C)C (some centres not stated) | -1%
CCCCCN(CCCCC)C(=O)[C@H](CCC(=O)O)NC(=O)c1ccc(Cl)c(Cl)c1 | -3%
NC(C(=O)O)c1cc(O)cc(O)c1 (configuration not stated) | -2%
CC/C(O)=N/S(=O)(=O)c1ccc(-c2c(-c3ccccc3)noc2C)cc1 | -2%
Cc1ccc(CC2(O)CCN(CCOc3ccc(O)cc3)CC2)cc1 | -7%
CC(=O)N1CCC2(CCN(Cc3cc(C(F)(F)F)cc(C(F)(F)F)c3)CC2)CC1 | -3%
CN(C)CC(C)(O)c1ccc2c(c1)CN(Cc1cnn(-c3ccccc3)c1)CCO2 (configuration not stated) | -3%
NCCCCCCNc1nc2c(N)ncnc2n1[C@@H]1O[C@@H]2COP(=O)(O)O[C@H]2[C@H]1O | -8%
CC[C@H]1OC(=O)[C@H](C)[C@@H](O[C@H]2C[C@@](C)(OC)[C@@H](O)[C@H](C)O2)[C@H](C)[C@@H](O[C@@H]2O[C@H](C)C[C@H](N(C)C)[C@H]2O)[C@](C)(O)C[C@H](C)C(=NOCOCCOC)[C@H](C)[C@@H](O)[C@]1(C)O | -3%
Cc1onc(-c2ccccc2)c1C(=O)NC1C(=O)N2C(C(=O)O)C(C)(C)S[C@@H]12 (some centres not stated) | -4%
CN(C)Cc1ccccc1-c1cncnc1NCc1cccs1 | -4%
CN1CCN(c2ncnc3ccc(-c4cccc(C#N)c4)cc23)CC1 | -4%

In a second layout: entries from further up
Compound,Glioma ERSR ind
Cc1ccccc1C(=O)N1CCc2c(cnc(C)c2CNC(=O)c2ccc3c(c2)OCO3)C1,-4%
COc1cccc(-c2nccc(N(C)Cc3ccco3)n2)c1,-7%

These rows are one share of the data, so the mix of outcomes need not match the whole.
